# EPAC1 antag – blocks human EPAC1 exchange factor; EPAC1 GEF assay, Rap1b-BODIPY-GDP exchange fluorescence; actives 0.14% (n = 360,000); O95398; Potency, µM (doses to about 115 µM), for inactives: at the highest dose activity change, negative = inhibition, hits mostly inhibitors;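 also: potency is read from the fitted curve at half-maximal effect; plate controls were vehicle for no effect and positive control for full effect; nearly all actives have a fitted effect of over 50% in size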
# PLK1 PBD inh – blocks phosphopeptide binding to human PLK1 polo-box domain; P53350; Plk1 PBD binding of FITC phosphopeptide, fluorescence polarization; Potency, µM, for inactives: max response, negative = inhibition, usual class: inhibitors; actives 2.8% (n = 360,000); AID 720504; also: potency is read from the fitted curve at half-maximal effect; series mostly up to about 57 µM; % is scaled to controls: 0 for no effect and ±100 for the full control effect; nearly all actives have a fitted effect of over 65% in size
# WRN inhibitor – inhibitors of human WRN helicase | Potency, µM (doses to about 114 µM), inactives show at the top dose activity change, negative = inhibition, usual class: inhibitors | AID 651768 | WRN helicase unwinding, fluorescent forked duplex, kinetic | actives 0.46% (n = 360,000); also: potency is read from the fitted curve at half-maximal effect; % is scaled to controls: 0 for no effect and ±100 for the full control effect; nearly all actives have a fitted effect of over 55% in size
# Target sequence (Q14191 whole entry, looked up): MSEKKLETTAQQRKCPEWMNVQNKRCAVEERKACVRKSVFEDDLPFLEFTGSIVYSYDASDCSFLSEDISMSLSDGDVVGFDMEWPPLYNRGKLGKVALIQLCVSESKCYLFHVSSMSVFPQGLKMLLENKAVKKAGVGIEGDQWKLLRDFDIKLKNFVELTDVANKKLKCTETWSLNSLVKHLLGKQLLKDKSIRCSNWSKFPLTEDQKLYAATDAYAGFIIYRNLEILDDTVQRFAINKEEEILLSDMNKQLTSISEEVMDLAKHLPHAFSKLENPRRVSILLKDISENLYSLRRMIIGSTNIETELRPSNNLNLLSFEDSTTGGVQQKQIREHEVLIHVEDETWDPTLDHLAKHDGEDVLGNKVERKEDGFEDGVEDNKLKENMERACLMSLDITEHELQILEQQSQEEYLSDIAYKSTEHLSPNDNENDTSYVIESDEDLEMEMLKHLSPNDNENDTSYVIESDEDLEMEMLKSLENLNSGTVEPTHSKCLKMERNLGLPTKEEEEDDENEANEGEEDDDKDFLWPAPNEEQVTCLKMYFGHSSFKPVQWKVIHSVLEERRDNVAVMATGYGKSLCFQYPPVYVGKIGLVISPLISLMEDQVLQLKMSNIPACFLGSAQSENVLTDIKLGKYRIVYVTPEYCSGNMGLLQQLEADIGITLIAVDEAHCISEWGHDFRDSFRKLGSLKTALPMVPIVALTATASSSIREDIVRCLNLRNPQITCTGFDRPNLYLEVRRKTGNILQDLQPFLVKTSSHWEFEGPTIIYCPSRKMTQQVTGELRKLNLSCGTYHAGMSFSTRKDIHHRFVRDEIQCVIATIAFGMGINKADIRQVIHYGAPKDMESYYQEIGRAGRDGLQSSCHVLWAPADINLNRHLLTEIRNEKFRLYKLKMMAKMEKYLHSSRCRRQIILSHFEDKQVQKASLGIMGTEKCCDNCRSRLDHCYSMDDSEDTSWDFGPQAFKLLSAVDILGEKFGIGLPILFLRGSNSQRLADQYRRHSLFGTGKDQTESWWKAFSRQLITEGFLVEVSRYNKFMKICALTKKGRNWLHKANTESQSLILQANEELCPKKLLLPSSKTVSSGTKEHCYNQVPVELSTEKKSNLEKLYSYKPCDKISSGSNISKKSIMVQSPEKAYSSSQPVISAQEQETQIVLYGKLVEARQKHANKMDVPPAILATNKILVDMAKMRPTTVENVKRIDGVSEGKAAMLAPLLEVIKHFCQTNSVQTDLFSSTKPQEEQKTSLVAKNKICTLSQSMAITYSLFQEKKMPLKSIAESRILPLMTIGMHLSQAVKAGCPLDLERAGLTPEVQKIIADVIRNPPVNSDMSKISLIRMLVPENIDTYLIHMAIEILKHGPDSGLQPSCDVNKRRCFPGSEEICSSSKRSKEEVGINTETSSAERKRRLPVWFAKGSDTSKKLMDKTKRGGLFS
#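 WRN at 20 nM final preincubated with compound 15 min at room temperature; reaction started with 100 nM fluorophore/quencher forked duplex oligonucleotide and 2 mM ATP final. Unwinding followed kinetically by red fluorescence (ex 525, em 598 nm).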
# Abeta rescue – compounds reversing amyloid beta toxicity in yeast; Potency, µM (series often up to 46.1 µM), without a hit: at the highest dose growth rescue, hits mostly activators; yeast expressing A-beta42, growth rescue, OD600, 48 h; response scale: 0% DMSO, 100% iron-clioquinol control; actives 0.063% (n = 410,000); also: potency is read from the fitted curve at half-maximal effect; nearly all actives have a fitted effect of over 55% in size
#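 Yeast A-beta toxicity model in growth medium with pinned compounds, 48 h at 30 C; growth read as absorbance at 600 nm. Normalized to FeCl3/clioquinol equimolar mix (positive) and DMSO (negative).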
# FUS yeast rescue – FUS proteinopathy suppression in yeast | S. cerevisiae FUS-expressing, growth rescue, OD600, 24 h | Potency, µM (highest dose often 76.6 µM), for inactives: at the highest dose growth rescue (activation), most hits filed as activators | actives 0.24% (n = 390,000);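 also: potency is read from the fitted curve at half-maximal effect; plate controls were DMSO vehicle for no effect and reference control for full effect; nearly all actives have a fitted effect of over 55% in size; some results filed as inactive show a strong effect at the top dose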
#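 Quantitative HTS measuring growth restoration of FUS-toxic yeast. Galactose-induced cells (OD 0.005) were exposed 24hr at 30C to compounds at several concentrations, then absorbance at 600 nm was recorded.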
# PI5P4Ka inh – blocks human PI5P4K alpha kinase activity; P48426; PI5P4Kalpha enzyme, ADP-Glo luminescence, 60 min; active compounds read low; max response, %; actives 1.2% (n = 330,000); active = max response of -50% or lower; inconclusive = between -30% and -50%; inactive = -30% or higher; also: value at the top dose of about 77 µM; % is scaled to controls: 0 for no effect and ±100 for the full control effect
#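 ADP-Glo luminescence end-point after a 60 min room-temperature kinase reaction. PI5P4Kalpha and substrate in HEPES pH 7.4 buffer with EGTA, 0.1% CHAPS and 5% DMSO; ATP at 5 microM final.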
# aSyn rescue – rescues yeast growth from alpha-synuclein toxicity | actives 0.14% (n = 370,000) | Potency, µM (top dose mostly 46.1 µM), inactives show top-dose growth rescue (activation), hits mostly activators | Yeast expressing alpha-synuclein, growth rescue, BacTiter-Glo, 24 h | AID 652106; also: potency is read from the fitted curve at half-maximal effect; % of control where 0% means no effect; nearly all actives have a fitted effect of over 65% in size
#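 Galactose-induced alpha-syn yeast (OD600=0.02, raffinose-pregrown) + pinned cpd, 24 hr, 30 deg C; growth by BacTiter-Glo luminescence. Growth restoration scores as activation.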
# EPAC1 agonist – agonists of human EPAC1; EPAC1 agonist qHTS, biochemical assay; response scale: 100% = response to 6.5 mM cAMP; Potency, µM (top dose mostly 154 µM), without a hit: at the top dose activation, hits mostly activators; actives 0.073% (n = 360,000); AID 720707; also: potency is read from the fitted curve at half-maximal effect; nearly all actives have a fitted effect of over 60% in size
#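 Compounds were pinned as a concentration titration into mixtures of EPAC1 (100 nM), BODIPY-GDP-loaded Rap1B (250 nM) and GDP (50 uM). After 5 min at room temperature, fluorescence was followed for 30 min; activity was scaled to 6.5 mM cAMP.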
# IL-2 act – activates IL-2 in a cell-based reporter assay; actives 0.065% (n = 360,000); AID 652025; IL-2 activation reporter assay, cell-based qHTS; stimulated with anti-CD3/CD4/CD28 beads; in transgenic mouse T cells; activation, % (series mostly up to about 46 µM); in the data active = activation above about 50%; inconclusive = mostly about 30% to 49%; also: 0% is about no effect
#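 Readout is EGFP and DsRed signal by fluorescent plate cytometry after 18 h at 37 degrees C. Transgenic mouse T cells (750/well) received compound for 60 min before bead stimulation (anti-CD3, anti-CD4, anti-CD28); memory T cells served as non-tolerant control.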
# * hit, by the source's call; ? = inconclusive; . = not tested or not shown; [ ] = another dose, or the depositor's remark. Unless noted, calls follow the shape of the dose curve; as a rule, active = well fitted curve in the direction sought with a large enough effect; inconclusive = small, poorly fitted or top-dose-only effect, or another doubt; inactive = no such curve, though single readings can be large; an effect the other way counts as inactive or inconclusive.
SMILES	Abeta rescue	WRN inhibitor	PI5P4Ka inh	EPAC1 agonist	PLK1 PBD inh	FUS yeast rescue	aSyn rescue	EPAC1 antag	IL-2 act
O=C(NCc1cccc(F)c1)C1CCC(=O)N(CCc2cccc(F)c2)C1 (stereo unspecified)	-4.9%	4.0%	-1.1	-3.9%	-3.2%	0.3%	-0.6%	25.2%	-4.4
CCCCn1nc(CC(=O)NCCN(CC)CC)c2ccccc2c1=O	8.8%	21.4%	3.4	12.3%	-12.1%	7.3%	-3.4%	0.5%	-0.4
CCc1nnc(NC(=O)C2CCCN(C(=O)c3ccc(Cl)cc3)C2)s1 (stereo unspecified)	-8.9%	20.5%	-10.6	-6.2%	-5.4%	-4.5%	-4.3%	-0.6%	1.6
Cc1csc2ncnc(N3CCN(C(=S)Nc4ccc(F)cc4F)CC3)c12	-13.2%	-12.4%	-6.4	-1.1%	0.4%	-6.3%	4.8%	-3.0%	-0.4
COc1ccccc1NC(=O)CSc1nnc(COc2ccccc2C)o1	?	7.0%	0.0	19.7%	-29.1%	17.7%	0.5%	-7.6%	-0.3
O=C(OCc1cc(=O)n2ccsc2n1)C1(c2ccccc2)CC1	-17.5%	8.3%	-3.8	3.8%	0.2%	-13.2%	2.9%	3.3%	1.0
CCC(c1nc2ccccc2[nH]1)n1c(-c2ccnc(Cl)c2)nc2ccccc21 (stereo unspecified)	-5.6%	-3.5%	0.7	-5.4%	-6.1%	3.1%	0.0%	-20.7%	-0.1
CCOc1ccc(OCC)c(C2C(C#N)=C(N)N(c3cccnc3)C3=C2C(=O)CC(C)(C)C3)c1 (stereo unspecified)	-12.0%	14.0%	-4.5	-0.1%	-7.4%	24.0%	0.0%	7.0%	-2.4
O=C(CSCc1ccccc1)Nc1ccc(F)cc1F	16.7%	-8.6%	2.0	-5.9%	-5.9%	-7.7%	4.1%	6.4%	-0.3
N#Cc1ccccc1CN1C(=O)NC2(CCCCCC2)C1=O	17.5%	1.9%	-3.5	5.3%	-11.4%	-26.8%	-3.5%	-4.0%	-0.7
C#CCOC(=O)/C(=C/c1ccc(F)cc1)NC(C)=O	1.9%	8.6%	-4.6	6.9%	-4.8%	1.0%	0.4%	-13.8%	0.1
Cc1ccsc1C(=O)N1CCCC(CO)(Cc2ccccc2F)C1 (stereo unspecified)	10.6%	-23.6%	1.7	-13.8%	-12.8%	10.5%	-11.5%	-5.9%	0.1
O=C(O)c1cc2c(N3CCC(Cc4ccccc4)CC3)ncnc2s1	-6.9%	-4.5%	.	4.8%	-15.6%	8.2%	-6.3%	?	-0.2
CCOC(=O)COc1ccc(S(=O)(=O)N2CCN(c3ccc(F)cc3)CC2)cc1	-2.4%	-1.4%	.	8.3%	-1.3%	1.4%	9.7%	-3.2%	0.5
CCCCCCCC(=O)N/N=C/c1ccc(Br)cc1	4.1%	-6.1%	.	13.6%	0.2%	5.6%	12.3%	?	1.1
CN=C1SC(C(=O)O)CC(=O)N1C (stereo unspecified)	5.6%	9.6%	-3.1	5.4%	-9.6%	3.7%	-0.1%	-5.4%	-0.1
CCOc1ccccc1-c1nc(-c2ccc(NC(=O)Cc3ccccc3OC)cc2)no1	12.8%	-9.4%	.	8.7%	4.4%	21.6%	-6.5%	-0.1%	-1.2
COc1ccccc1-c1nc2ccc(Cl)cc2c(=O)n1O	-26.0%	-2.4%	-0.7	6.7%	-2.0%	-24.5%	1.5%	5.7%	-1.6
CC(/C=C1\SC(=S)N(CC(=O)N2CCN(c3ccccc3)CC2)C1=O)=C\c1ccccc1	12.0%	-16.9%	-29.0	-3.7%	-13.6%	.	19.1%	7.1%	-4.7
Cc1cc(N2CCC(C)CC2)n2nc(C)c(-c3ccccc3)c2n1	4.9%	-4.4%	-3.6	2.7%	-7.6%	2.7%	0.7%	0.0%	0.8
Cc1c(C(=O)NCc2ccc3c(c2)OCCO3)sc(=O)n1Cc1ccc(S(=O)(=O)N(C)C)cc1	4.7%	9.6%[57.1 µM]	-0.8	3.6%	-8.0%	?	?	-24.2%	-0.9
COC(=O)c1ccc(C)c(NC(=O)CCSc2ccccc2)c1	5.0%	-2.2%	-5.9	-5.3%	-11.6%	5.3%	-1.6%	-1.9%	1.8
COC(=O)[C@H](Cc1ccccc1)NC(=O)O[C@H]1C(=O)c2ccc(OC)cc2O[C@@H]1c1ccc2c(c1)OCO2	3.7%	-1.9%	1.7	11.1%	-10.6%	37.1%	-36.6%[inhibitor]	-1.5%	-2.3
Cc1cc(C(=O)N/N=C/c2c(C)nn(-c3ccccc3)c2C)c(C)o1	12.8%	-3.3%	1.0	3.2%	-5.0%	8.7%	-7.0%	2.5%	-1.1
CCOC(=O)c1ccc(S(=O)(=O)N2CCN(C3CCCC3)CC2)cc1	3.5%	-1.1%	0.8	11.2%	-4.6%	1.3%	2.9%	11.6%	-0.4
COc1ccc(/C=N\NC(=O)c2ccccc2Cl)cc1COc1c(F)c(F)c(F)c(F)c1F	19.2%	-19.7%	17.3	23.7%	-3.8%	16.5%	10.6%	-23.9%	-0.4
O=C(NNS(=O)(=O)c1ccc(F)cc1)c1cnccn1	-3.4%	-2.5%	-5.5	2.4%	-1.4%	-5.8%	-4.7%	-13.6%	-4.0
COc1ccc(C(=O)N2CCN=C2SCc2cccnc2)cc1OC	-7.3%	-1.0%	-2.9	-10.8%	-3.8%	3.4%	0.1%	-3.9%	-1.4
C=C(C)c1cccc(C(C)(C)NC(=O)NCc2cccnc2)c1	16.8%	-2.2%	-3.9	-9.0%	-14.5%	-3.8%	-0.1%	16.7%	2.0
CCCCc1ccc(NS(=O)(=O)c2cccc(C(=O)N3CCNC(=O)C3)c2)cc1	8.8%	1.8%	-1.1	6.9%	-4.4%	16.4%	-0.5%	-26.4%	-0.3

# Continued (2 carried over from the part before).
SMILES	Abeta rescue	WRN inhibitor	PI5P4Ka inh	EPAC1 agonist	PLK1 PBD inh	FUS yeast rescue	aSyn rescue	EPAC1 antag	IL-2 act
C=C(C)c1cccc(C(C)(C)NC(=O)NCc2cccnc2)c1	16.8%	-2.2%	-3.9	-9.0%	-14.5%	-3.8%	-0.1%	16.7%	2.0
CCCCc1ccc(NS(=O)(=O)c2cccc(C(=O)N3CCNC(=O)C3)c2)cc1	8.8%	1.8%	-1.1	6.9%	-4.4%	16.4%	-0.5%	-26.4%	-0.3
CCN(CC)c1nc(Oc2ccc(=O)[nH]n2)nc(N2CCOCC2)n1	6.2%	-2.5%	9.3	3.6%	-2.6%	-15.7%	3.2%	2.9%	1.0
Cc1ccc(S(=O)(=O)N2CCN(C(=O)Cc3ccccc3)CC2)cc1C	-5.4%	1.5%	2.2	3.5%	-6.0%	17.4%	-0.6%	-9.7%	-0.3
CC1CC(C)CN(C(=O)CN2C(=O)NC(C)(C)C2=O)C1 (stereo unspecified)	5.6%	7.8%	-0.1	6.8%	-5.6%	-0.8%	1.0%	-17.1%	0.3
CC(C)(C)c1ccc(S(=O)(=O)NCc2ccc(C(=O)NCc3ccccn3)cc2)cc1	-6.0%	-23.0%	-7.7	8.2%	-4.4%	23.3%	-3.5%	-4.0%	0.0
COC(=O)[C@@]12C[C@@H](CC(=O)NCc3cccc4ccccc34)C(=O)N(Cc3ccc4c(c3)OCO4)C1=CCC(C)(C)C2	-14.2%	-4.9%	10.1	-0.2%	-19.6%	6.31µM*	16.2%	-21.9%	0.0
O=C(NC1CC1)c1ccc2snnc2c1	-21.6%	-1.5%	-7.0	4.1%	-15.6%	-2.6%	-1.6%	10.9%	-1.5
CC(Oc1ccccc1)C(=O)Nc1ccc(S(=O)(=O)N2CCOCC2)cc1 (stereo unspecified)	0.3%	-3.3%	.	4.7%	-9.0%	-2.8%	13.6%	-8.1%	1.3
O=[N+]([O-])c1cc(Cl)ccc1Sc1cccc2cccnc12	32.1%	16.5%	.	1.0%	-17.1%	4.5%	4.4%	6.8%	1.3
CCN(CC)C(=O)CCCC(=O)N(CC)CC	-10.3%	-26.9%[57.1 µM]	0.7	4.0%	-3.6%	1.8%	-1.3%	-0.6%	2.0
CSCC(C)N1CCC(N2CCC(C(=O)NCc3ccccn3)CC2)CC1 (stereo unspecified)	10.2%	0.8%	6.9	9.5%	-1.5%	12.9%	0.5%	0.7%	0.3
COc1ccc(-c2noc(CNC(=O)c3ccoc3C)n2)cc1OC	-18.6%	8.3%	9.8	10.4%	-5.3%	8.4%	-0.1%	2.9%	1.6
CCN(CC)S(=O)(=O)c1ccc(C)c(NC(=O)CN2CCN(C)CC2)c1	1.6%	6.5%	-2.0	-1.2%	3.8%	-14.1%	-7.1%	-6.0%	-0.6
O=C(CSc1nnc(-c2ccccc2F)o1)NC1CC1	3.5%	-5.1%	-3.0	-3.9%	4.2%	31.9%	2.4%[1.84 µM]	-17.1%	0.6
CCCS(=O)(=O)N1CCc2cc(OC)c(OC)cc2C1	7.3%	4.7%	.	-1.5%	-9.6%	26.2%	9.2%	11.1%	5.4
CSCCC1NC(=O)N(CC(=O)Nc2cccc(S(=O)(=O)N3CCCCCC3)c2)C1=O (stereo unspecified)	6.0%	-1.8%	-3.9	0.6%	2.6%	12.0%	0.7%	-8.9%	-0.7
CC(CCc1ccccc1)NC(=O)/C=C/c1ccccc1 (stereo unspecified)	23.3%[9.22 µM]	-14.6%	1.2	11.3%	-3.5%	-25.3%	0.1%	-17.7%	3.6
CCC(C(=O)Nc1cccc(C(=O)O)c1)c1ccccc1 (stereo unspecified)	7.5%	-5.1%	5.0	-0.1%	0.0%	12.0%	1.3%	-9.2%	-0.1
Cc1ccc(NC(=O)c2c(C)noc2-c2snnc2C)cc1	-7.3%	-2.3%	3.0	-4.2%	2.5%	2.7%	3.5%	-3.7%	-0.8
COCC(=O)N1CCC(Oc2ccc(C(=O)N3CCSCC3)cc2)CC1	-8.9%	-3.6%	-4.6	-27.7%	-3.1%	-5.0%	-4.5%	-2.1%	0.6
